HCV inhibitor = HCV inhibition; Huh7.5.1 HCVcc-Cre infection, luciferase reporter, 44 h; Potency, µM (doses to about 41.8 µM), inactives show at the highest dose activity change, negative = inhibition, actives largely listed as inhibitors; 340,000 compounds, 3.4% hits; AID 651820
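Seed cells (1,000/well) for 4 h; treat with compound and infect with HCVcc-Cre, moi about 0.5. Incubate 44 h, then detect luciferase activity.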
Tb PYK inh = blocks Trypanosoma brucei pyruvate kinase | Q57TT1 | TbPYK enzyme, Kinase-Glo Plus ATP luminescence, 45 min | Potency, µM (series often up to 76.8 µM), for the others: at the top dose activity, negative = inhibition, hits mostly inhibitors | 410,000 compounds, 0.12% hits | AID 624173; note: nearly all actives have a fitted effect of over 50% in size
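Luminescent Kinase-Glo Plus end-point after 45 min room-temperature reaction of T. brucei pyruvate kinase started with 130 uM ADP (final). Buffer TEA 50 mM pH 7.2 with KCl, MgCl2, BSA, Tween-20; titration-based qHTS with fitted concentration-effect curves.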
The depositor's hits bear a star; ? = inconclusive; [ ] = dose if it differs, or a comment. Calls come from the whole dose curve; as a rule, active = well fitted curve in the direction sought with a large enough effect; inconclusive = small, poorly fitted or top-dose-only effect, or another doubt; inactive = no such curve, though single readings can be large; an effect the other way counts as inactive or inconclusive. % is set by controls: 0 for no effect and ±100 for the full control effect; potency is the fitted concentration of half-maximal effect. These rows are one share of the data (hit frequency here may not be typical).

Sample of the layout (15 entries):
SMILES | HCV inhibitor | Tb PYK inh
CC(C)=CCC/C(C)=C/CNC(=O)C[C@H]1C[C@H](C(=O)N2CCCCC2)[C@@]2(C)c3[nH]c4ccc(Cl)cc4c3CCN2C1=O | 1.1% | -0.6%
O=C(COC(=O)c1ccc(S(=O)(=O)N2CCCCC2)cc1)NCc1ccccc1 | 29.8% | -5.8%
C/C(Nc1ccc(Cl)cc1)=C1/CCOC1=O | 13.0% | 2.6%
COc1cc2c(cc1CNC[C@H]1O[C@@H](n3cnc4c(N)ncnc43)[C@H](O)[C@@H]1O)OCO2 | -7.9% | -3.3%
C#CCOCCOCCOCCNc1nc(N2CCN(C(=O)[C@H](CC(N)=O)n3cc(C(N)[C@@H](C)CC)nn3)CC2)nc(N2CCN(C(=O)[C@H](CCC(=O)O)n3cc([C@@H](N)CCCCN)nn3)CC2)n1 (stereo partly specified) | -2.3% | 0.4%
COc1ccc2c(c1)C(=O)N1[C@H]3c4cc(Cl)ccc4OC[C@@H]3[C@H](c3ccccc3)[C@]1(C)C(=O)N2 | ? | -3.4%
CCN1C(=O)[C@H]2[C@@H](c3ccc(-c4ccc(OC)cc4)c(OC)c3)N[C@@](Cc3ccccc3)(C(=O)OC)[C@H]2C1=O | ? | 8.0%
Cc1nn(Cc2ccccc2)c(C)c1NC(=O)CSc1nc2sc3c(c2c(=O)n1C)CCC3 | 22.4µM* | -11.5%
O=c1oc(C2(O)CCCCC2)cc2ccccc12 | -84.6% | -8.8%
CC(=O)N1CCN(c2ccc(S(=O)(=O)N3CCCCC3)cc2[N+](=O)[O-])CC1 | -6.3% | -8.0%
COC(=O)[C@]1(C)N[C@H](CN(C)S(=O)(=O)c2ccc(F)cc2)[C@@H]2C(=O)N(C)C(=O)[C@@H]21 | 14.3% | 5.1%
COc1cccc(C(=O)NNC(=O)c2ccc3ccccc3c2)c1 | 0.6% | -3.3%
CCC(C)c1ccccc1NC(=O)c1cccc(-n2cnnn2)c1 (stereo unspecified) | -11.7% | 1.4%
O=C(COC(=O)C12CC3CC(CC(Cl)(C3)C1)C2)N1CCCCC1 | 10.5% | 1.9%
COc1cc(OC)cc(C(=O)NCC(=O)N2CCN(S(=O)(=O)c3ccccc3F)CC2)c1 | 20.6% | -8.7%

The whole of this part, previewed entries included:
SMILES | HCV inhibitor | Tb PYK inh
CC(C)=CCC/C(C)=C/CNC(=O)C[C@H]1C[C@H](C(=O)N2CCCCC2)[C@@]2(C)c3[nH]c4ccc(Cl)cc4c3CCN2C1=O | 1.1% | -0.6%
O=C(COC(=O)c1ccc(S(=O)(=O)N2CCCCC2)cc1)NCc1ccccc1 | 29.8% | -5.8%
C/C(Nc1ccc(Cl)cc1)=C1/CCOC1=O | 13.0% | 2.6%
COc1cc2c(cc1CNC[C@H]1O[C@@H](n3cnc4c(N)ncnc43)[C@H](O)[C@@H]1O)OCO2 | -7.9% | -3.3%
C#CCOCCOCCOCCNc1nc(N2CCN(C(=O)[C@H](CC(N)=O)n3cc(C(N)[C@@H](C)CC)nn3)CC2)nc(N2CCN(C(=O)[C@H](CCC(=O)O)n3cc([C@@H](N)CCCCN)nn3)CC2)n1 (stereo partly specified) | -2.3% | 0.4%
COc1ccc2c(c1)C(=O)N1[C@H]3c4cc(Cl)ccc4OC[C@@H]3[C@H](c3ccccc3)[C@]1(C)C(=O)N2 | ? | -3.4%
CCN1C(=O)[C@H]2[C@@H](c3ccc(-c4ccc(OC)cc4)c(OC)c3)N[C@@](Cc3ccccc3)(C(=O)OC)[C@H]2C1=O | ? | 8.0%
Cc1nn(Cc2ccccc2)c(C)c1NC(=O)CSc1nc2sc3c(c2c(=O)n1C)CCC3 | 22.4µM* | -11.5%
O=c1oc(C2(O)CCCCC2)cc2ccccc12 | -84.6% | -8.8%
CC(=O)N1CCN(c2ccc(S(=O)(=O)N3CCCCC3)cc2[N+](=O)[O-])CC1 | -6.3% | -8.0%
COC(=O)[C@]1(C)N[C@H](CN(C)S(=O)(=O)c2ccc(F)cc2)[C@@H]2C(=O)N(C)C(=O)[C@@H]21 | 14.3% | 5.1%
COc1cccc(C(=O)NNC(=O)c2ccc3ccccc3c2)c1 | 0.6% | -3.3%
CCC(C)c1ccccc1NC(=O)c1cccc(-n2cnnn2)c1 (stereo unspecified) | -11.7% | 1.4%
O=C(COC(=O)C12CC3CC(CC(Cl)(C3)C1)C2)N1CCCCC1 | 10.5% | 1.9%
COc1cc(OC)cc(C(=O)NCC(=O)N2CCN(S(=O)(=O)c3ccccc3F)CC2)c1 | 20.6% | -8.7%
COc1ccccc1N1CCN(C(=O)c2ccc(Br)o2)CC1 | ? | 0.8%
CCOc1ccc(C(=O)OCC(=O)Nc2cccnc2Cl)cc1OCC | ? | 0.6%
O=C(Cn1cnc2c(OCc3ccccc3)ncnc21)NCC1CCCO1 (stereo unspecified) | 15.3% | -5.7%
CC1(C)COC(=S)N1CCC#N | 35.3%[activator] | 10.8%
C=C1CCN(c2ccc(C(=O)NCc3ccc(OC)cc3)cc2[N+](=O)[O-])CC1 | ? | 4.3%
Cc1ccc(NC(=O)COC(=O)c2cccc(C)c2[N+](=O)[O-])cc1S(=O)(=O)N1CCCCC1 | -4.3% | 6.3%
COc1ccc(-c2sc3ccccc3c2/C=C/c2ccc(OC)c(OC)c2)cc1 | -1.3% | -3.8%
O=[N+]([O-])c1ccc(C(=Nc2ccccc2)N2CC2)cc1 | -5.8% | 0.6%
CCOC(=O)c1c(NC(=O)CSc2nnc(-c3ccncc3)n2Cc2ccco2)sc(C(C)=O)c1C | -20.8% | -0.2%
Cc1cc(=O)oc2cc(OCC(=O)N3CCCC3)ccc12 | 15.8% | 2.1%
The listing continues:
SMILES | HCV inhibitor | Tb PYK inh
CC(C)CN1CC(C)C(=O)NC1=S (stereo unspecified) | 12.9% | -0.6%
Cc1ccc(S(=O)(=O)Nc2ccc3c(c2)C(=O)N([C@H](C)CO)C[C@H](C)[C@@H](CN(C)C(=O)Nc2ccc4c(c2)OCO4)O3)cc1 | 33.9%[activator] | -5.8%
Cc1cc(C)c(-c2c(O)c3cccnc3n(C)c2=O)c(C)c1 | 20.3% | 3.2%
CN(Cc1ccco1)C(=O)CSc1nn2c(=O)c(C(C)(C)C)nnc2s1 | 3.9% | -5.1%
CC[C@H](CO)Oc1cc(NCc2ccc(Cl)c(Cl)c2)c2ncn(C(C)C)c2c1 | 11.2µM* | -8.4%
COC(=O)C1=C(c2cccc(OC)c2OC)C[C@@H]2CC[C@H]1N2C(=O)N1CCOCC1 | 8.9% | 2.2%
O=C(O)C1=CCNCC1 | 9.7% | -6.8%
Cc1c(C(=O)NN2CCOCC2)cccc1[N+](=O)[O-] | 17.9% | 4.3%
N#CC1C=Cc2c(ccc3ccccc23)N1C(=O)c1ccccc1 (stereo unspecified) | -49.5% | -8.5%
O=C(CN1C(=O)c2ccccc2C1=O)OCC(=O)N1CCCCC1 | 15.8% | -0.3%
C=C1CCN([C@@H](Cc2ccccc2)C(=O)NCc2ccccc2)S(=O)(=O)c2ccccc21 | -18.8% | -0.8%
CC(O)C1CCC2C3CCC4CC(O)CCC4(C)C3C(=O)CC12C (stereo unspecified) | -16.1% | 3.0%
O=C(O)c1cc2ccccc2cn1 | 13.5% | 3.5%
O=C1CC(c2ccccc2)(c2ccccc2)c2ccccc21 | 4.3% | -1.7%
Cc1ccc(NC(=O)c2ncn(CCCNCc3ccccc3)n2)cc1C | -27.4% | 3.1%
COc1cc(-c2noc(C)c2C(=O)NCc2ccc3c(c2)OCO3)cc(OC)c1OC | ? | -5.4%
Brc1ccc(COc2cccc3cccnc23)cc1 | -11.8% | 0.7%
Nc1cccc2c(O)cccc12 | 21.8% | -6.7%
COC(=O)C1=C(C)N(CCCC(=O)O)C(=O)NC1c1ccccc1OS(=O)(=O)c1ccc([N+](=O)[O-])cc1 (stereo unspecified) | 7.0% | 0.3%
CC1CN(C(C)C(=O)NNC(=O)c2ccc(F)cc2)CC(C)O1 (stereo unspecified) | 15.9% | -3.8%
COc1ccc(CNC(=O)c2ccc(N3CCC4(CC3)CC(c3ccc(Cl)cc3)=NO4)c(NC(=O)c3ccccc3)c2)cc1 | -5.9% | -5.9%
C[C@@H]1CN([C@@H](C)CO)C(=O)c2cc(NS(=O)(=O)c3ccc(Cl)cc3)ccc2O[C@H]1CN(C)Cc1ccncc1 | 31.4%[activator] | 0.0%
CCOc1ccc(OCC(=O)OCC(=O)N2CCN(S(=O)(=O)c3ccc(C)cc3C)CC2)cc1 | 14.2% | 6.8%
COc1ccc(Br)cc1CN(C)C(=O)C1CC(=O)N(C2CCCC2)C1 (stereo unspecified) | -3.8% | 1.4%
C=CC[C@H](CC(=O)OC(C)(C)C)C(=O)OC[C@@H]1CCCN1C(=O)[C@@H](CC=C)CC(=O)N[C@H](CO)Cc1ccccc1 | ? | -8.8%
Further records follow.
SMILES | HCV inhibitor | Tb PYK inh
Cc1cc(C)nc(SCCN2CCCCC2)n1 | 8.9% | 5.1%
O=S(Cc1ccccc1)Cc1ccccc1 | -17.3% | 1.2%
O=C(O)c1ccc(C=NN=Cc2ccco2)cc1 | 7.5% | -6.3%
COC(=O)C(C(=O)OC)[C@@H]1C=C[C@H](C[N+](=O)[O-])N(C(C)=O)C1 | ? | -11.6%
O=C(Cc1c[nH]c2ccccc12)NNCc1ccc(N(CCCl)CCCl)cc1 | ? | 1.1%
CC(C)(C)OC(=O)C[C@@H]1C/C=C\C[C@H](CC(=O)N(CCO)Cc2ccccc2)C(=O)N2CCC[C@@H]2COC1=O | 11.7% | 0.0%
C=CCN1c2ccccc2[C@]23C[C@@H](C(=O)OC)N(C(=O)NC4CCCC4)C2=NC(C(=O)OC)=C(C(=O)OC)[C@H]13 | -4.9% | 0.0%
COc1cc(NC(=O)c2cccc(S(=O)(=O)N3CCCCC3)c2)cc(OC)c1OC | ? | 1.1%
CN1CCC23c4c5ccc(O)c4O[C@@H]2[C@H](O)C=CC3C1C5 (stereo partly specified) | 9.4% | -1.3%
Cc1csc(NC(=O)c2cccnc2Cl)n1 | 24.5% | -6.7%
N#Cc1cc([N+](=O)[O-])ccc1NC(=O)COC(=O)CN1C(=O)C2CCCCC2C1=O (stereo unspecified) | 3.8% | -1.9%
C=CC[C@H](CC(=O)NCCO)C(=O)N[C@@H](COC(=O)[C@@H](CC=C)CC(=O)OC(C)(C)C)Cc1c[nH]c2ccccc12 | 13.0% | -8.7%
Nc1ncnc2c1ncn2[C@@H]1O[C@H](CNC(=O)[C@H](N)Cc2cscn2)[C@@H](O)[C@H]1O | 45.2%[activator] | 1.5%
CC(=O)OC1C(=O)N(Cc2ccccc2)C1c1ccc(C)cc1 (stereo unspecified) | 6.9% | -1.1%
COc1ccc(Cl)cc1NC(=O)CN(C)C(=O)/C=C/c1ccco1 | -12.3% | 3.2%
CCc1ccccc1-n1ncc(C(=O)Nc2ccc(OC)cc2)c1C | -18.3% | -6.8%
CCN(CC)CCCN1C(=O)C(=O)/C(=C(/O)c2c(C)nc3ccccn23)C1c1ccc(C)o1 (stereo unspecified) | 27.1% | -0.8%
O=C(Nc1ccc(S(=O)(=O)N2CCCC2)cc1)c1ccc([N+](=O)[O-])o1 | 2.82µM* | 0.3%
O=C(CCSCCC(=O)NN=Cc1ccccc1O)NN=Cc1ccccc1O | -15.3% | -5.2%
CN(C)C(=O)CCc1ccc2c3c([nH]c2c1)[C@]1(C)[C@@H](C(=O)N2CCCCC2)C[C@H](CC(=O)NCCc2ccccn2)C(=O)N1CC3 | 5.1% | 4.1%
C[C@H]1COC(=O)[C@@H](CC(=O)OC(C)(C)C)C/C=C\C[C@H](CC(=O)NCCO)C(=O)N1 | 26.1% | -5.7%
CCOC(=O)CCN(C(=O)Nc1ccccc1)C1CCCCC1 | 30.9%[activator] | 4.1%
CCC(CO)Oc1cc(NCc2ccccn2)c2ncn(C(C)C)c2c1 (stereo unspecified) | 7.1% | -9.5%
O=C(NCC(=O)N1CCN(Cc2ccccc2)CC1)c1cc(Cl)cc([N+](=O)[O-])c1 | ? | -5.4%
Cc1cc(C(=O)N2CCc3ccccc3C2)c(C)o1 | -8.3% | 1.6%
Next records:
SMILES | HCV inhibitor | Tb PYK inh
O=c1cc2c(c(-c3ccccc3)n1Cc1ccccc1)[C@H](CCO)NC2 | -27.4% | 1.7%
O=C(NCCCN1CCCC1=O)c1ccccc1OCc1ccc(Cl)cc1Cl | -8.6% | 4.4%
Cc1cn(CC(=O)NCCCn2ccnc2)c(=O)[nH]c1=O | 3.5% | -0.8%
Cc1nc2cc(C)c(C)cc2o1 | 5.6% | -1.8%
COc1cc(-c2cc(C(=O)Nc3cc(S(=O)(=O)N4CCOCC4)ccc3O)c3ccccc3n2)cc(OC)c1OC | ? | -17.8%
CN(C)c1ccc(C=NNC(=S)Nc2ccc(F)cc2)cc1 | -28.5% | -15.7%
Cc1ccc(C=NNc2ccc([N+](=O)[O-])cn2)cc1 | -1.8% | -10.8%
CN(C)CC/C=C1\c2ccc(F)cc2Sc2cc(F)c(Cl)cc21 | 12.6µM* | -1.9%
CCC(CO)Oc1cc(NCc2ccccc2OC)c2ncn(C(C)C)c2c1 (stereo unspecified) | -29.2% | -10.3%
O=C(c1ccc2c(c1)C(=O)N(c1ccc(Cl)cc1)C2=O)N1CCN(c2ccccn2)CC1 | -1.5% | -7.5%
COc1ccc(S(=O)(=O)Nc2cccc3c2O[C@H](CN(C)S(=O)(=O)c2ccccc2)[C@@H](C)CN([C@H](C)CO)C3=O)cc1 | -21.2% | 0.3%
COc1ccc2sc(-c3ccccc3OC)c(-c3ccc(OCCN4CCCC4)cc3)c2c1 | -11.5% | 2.8%
